PostGolgi ctrl – inhibits growth of the yeast control strain | efflux-deficient yeast background strain, growth absorbance A615, 16 h | inhibition, % at 10 µM | 98,000 tested, 5% active | AID 738
EphB4 antag – antagonists of human EphB4-ephrin-B2 interaction; P54760; inhibition, % at 7 µM; EphB4 LBD / TNYL-RAW-Alexa532 peptide, fluorescence polarization; 97,000 tested, 0.15% active;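 active = inhibition above the screen-wide mean inhibition plus 3 SD, cut at about 15% in these data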;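 note: 0% = DMSO wells and 100% = excess unlabeled TNYL-RAW peptide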
PostGolgi yeast – growth inhibition of a yeast mutant, post-Golgi transport screen. post-Golgi transport phenotypic cell assay. inhibition, % at 10 µM. 98,000 tested, 0.9% active;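 note: yeast cells grown in 1536-well plates; yeast grown about 18 h at 30C before absorbance read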
FAK inh – blocks human focal adhesion kinase activity. Q05397. biochemical FAK kinase activity assay. inhibition, %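 (tested at 7 µM)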. 97,000 tested, 0.84% active. AID 727; in the data active = inhibition above about 19%;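 note: 0% = DMSO and 100% = reference compound high control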
PTPN22 inh 2 – inhibitors of human LYP (PTPN22) phosphatase; Q9Y2R2; recombinant LYP catalytic domain, DiFMUP fluorescence; inhibition, % at 2 µM; 96,000 tested, 0.21% active;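 active = inhibition at 2 µM at or above a set limit, the screen mean plus 3 SD, cut at about 24% in these data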;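 note: 0% = DMSO with enzyme and 100% = enzyme fully blocked by orthovanadate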
S1P2 blocker – blocks the human S1P2 receptor; cell-based S1P2 antagonist assay, inhibition at 5 uM; inhibition, % at 5 µM; AID 736; 97,000 tested, 0.21% active; O95136; in the data active = inhibition above about 45%;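 note: CRE beta-lactamase reporter cells expressing human S1P2 stimulated with S1P; 0% = agonist at EC80 alone and 100% = agonist plus reference antagonist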
Target sequence (O95136 whole entry, looked up): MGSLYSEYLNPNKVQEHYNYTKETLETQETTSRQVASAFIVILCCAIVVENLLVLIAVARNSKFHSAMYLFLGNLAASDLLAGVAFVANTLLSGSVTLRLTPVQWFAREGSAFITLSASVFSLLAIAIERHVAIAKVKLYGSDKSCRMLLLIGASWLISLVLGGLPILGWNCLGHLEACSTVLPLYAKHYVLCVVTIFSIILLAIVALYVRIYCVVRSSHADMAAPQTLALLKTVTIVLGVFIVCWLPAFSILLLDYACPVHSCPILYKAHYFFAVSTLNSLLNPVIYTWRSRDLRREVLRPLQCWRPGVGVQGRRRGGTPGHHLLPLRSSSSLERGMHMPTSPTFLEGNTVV
PTPN22 act – increases human PTPN22 phosphatase activity; Q9Y2R2; recombinant LYP, DiFMUP fluorescence; 0 = plate median, 100 = signal doubled; activation, % at 2 µM; 96,000 tested, 0.11% active; AID 697;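 active = activation at 2 µM above a set limit, the mean plus 5 SD, cut at about 37% in these data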
Rev-RRE block – disrupts HIV-1 Rev binding to RRE RNA; Rev peptide-RRE RNA binding, FRET; 97,000 tested, 0.79% active; inhibition, % at 8 µM; AID 704;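 active = inhibition above the screen-wide mean plus 3 SD, cut at about 35% in these data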;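 note: 0% = median DMSO wells and 100% = median Neomycin B control wells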
Target sequence (P05866 whole entry, looked up): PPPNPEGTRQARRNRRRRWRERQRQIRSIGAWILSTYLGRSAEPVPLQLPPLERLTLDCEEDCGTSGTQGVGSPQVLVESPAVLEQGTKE
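Test system: Cy5-tagged RRE RNA duplex with fluorescein-tagged Rev peptide; Probe or stimulus: labelled Rev peptide; Schedule: 5 min preincubation and 15 min binding, 25 °C; Signal: FRET fluorescence readout; Evaluation: % inhibition from 671/540 nm acceptor-to-donor ratio, scaled between controls; Control set: DMSO and neomycin B.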
S1P2 agonist – S1P2 (human) receptor agonism | S1P2-expressing cell line, agonist reporter read-out | activation, % at 4.5 µM | 97,000 tested, 0.46% active; in the data active = activation above about 16%;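 note: 0% = vehicle low control and 100% = maximal reference agonist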
Numbers without * were called inactive; nt = no result given; [ ] = dose if it differs, or a comment. Cut-off read from the data, not from the text of the source, unless noted: active = inhibition above about 30%; inactive = the rest.

no. | SMILES | PostGolgi ctrl | EphB4 antag | PostGolgi yeast | FAK inh | PTPN22 inh 2 | S1P2 blocker | PTPN22 act | Rev-RRE block | S1P2 agonist
1 | CC(=O)c1cccc(N(C(=O)c2ccco2)C(C(=O)NC2CCCC2)c2ccncc2)c1 (stereo not drawn) | -11 | -5 | 4 | -1 | 5 | 3 | -6 | 4 | -7
2 | CCCCNC(=O)C(C#N)c1nc2ccccc2nc1N1CCN(c2ccccc2F)CC1 (stereo not drawn) | 13 | 10 | -2 | -6 | 5 | 6 | -5 | 9 | -2
3 | Cc1ccc2c(CSc3nc4ccccc4c(=O)n3CCCO)cc(=O)oc2c1C | 32* | 6 | -3 | -8 | 6 | -8 | -2 | 4 | -1
4 | Cc1oc2ccc(OCc3ccc(F)cc3)cc2c1C(=O)O | 18 | 4 | 20 | 5 | 4 | 14 | -2 | -1 | -3
5 | Cc1cc(Cl)ccc1OCC(=O)NCCCN1CCOCC1 | 10 | -1 | 5 | -1 | 6 | 12 | -8 | 1 | -2
6 | CS(=O)(=O)N(CC(=O)NCC1CCCO1)c1ccc(Cl)c(Cl)c1 (stereo not drawn) | 2 | -7 | 5 | 3 | -15 | -12 | 11 | -1 | -3
7 | CCCCN(CC)CCNC(=O)C1c2cc(OC)c(OC)cc2C(=O)N2CCc3ccccc3C12 (stereo not drawn) | 3 | 6 | 2 | 1 | 5 | 16 | -7 | 9 | -4
8 | COc1ccc(CN(C(=O)c2ccco2)C2CC(C)N(C)CC2C)cc1 (stereo not drawn) | 3 | -4 | 6 | 1 | -7 | -23 | 4 | 2 | -2
9 | Cc1cc2nnc(SCC(=O)OC(C)C)n2c2ccccc12 | 1 | 6 | -2 | 3 | 17 | 5 | -16 | 5 | -3
10 | COCc1cc(C)nc(NCCO)c1C#N | 9 | 0 | -3 | -1 | -6 | 0 | 5 | 6 | -3
11 | Cc1ccc(-c2csc3ncnc(SCC(=O)NCc4ccc5c(c4)OCO5)c23)cc1 | 43* | -3 | 4 | -7 | 8 | -5 | -5 | 2 | -7
12 | CC(=O)c1cccc(NC(=O)c2oc(C)nc2C)c1 | 18 | 6 | 4 | 4 | 3 | 16 | -5 | 11 | -5
13 | CN(C)C(=O)NC1CCCCCCCCCCC1 | 23 | 5 | 1 | 9 | 11 | 16 | -13 | 9 | -4
14 | CCOC(=O)/C(C#N)=C1/C=CN(C)C(C)=N1 | -1 | 5 | 2 | -5 | 12 | 3 | -13 | 7 | -5
15 | Cc1ccc(OCC(=O)Sc2ccc(C)cc2)cc1 | 0 | -2 | -1 | 2 | -1 | -12 | 3 | 16 | 1
16 | COc1ccccc1OCC(=O)Nc1ccc(S(=O)(=O)Nc2cc(C)nc(C)n2)cc1 | 17 | 1 | -4 | 0 | -5 | 12 | 2 | 0 | -1
17 | C=CCN(N=Nc1cccc([N+](=O)[O-])c1)c1cccc([N+](=O)[O-])c1 | 22 | -1 | -4 | 1 | -6 | -21 | 8 | 10 | 2
18 | N#Cc1ccsc1NC(=O)CN1CCCCCC1 | 1 | 6 | -1 | -1 | 4 | -3 | -6 | 8 | -6
19 | N#Cc1ccc(NC(=O)CCc2ccc(S(=O)(=O)N3CCOCC3)cc2)cc1 | 8 | 4 | 1 | -1 | -12 | -14 | 10 | 4 | -5
20 | Cc1nc2nc(-c3ccc(Cl)cc3)[nH]n2c(=O)c1C | 11 | 5 | 1 | -3 | -2 | 18 | 5 | 4 | -4
21 | C=CCn1c(SCC(=O)C(C)(C)C)nnc1-c1ccccn1 | 3 | 3 | -2 | -1 | 5 | -9 | -2 | -2 | -10
22 | COCCOC(=O)C1=C(C)NC2=C(C(=O)CC(C)(C)C2)C1c1cc2c(cc1Br)OCO2 (stereo not drawn) | nt | -2 | nt | 3 | 2 | 13 | -5 | 5 | -4
23 | Cc1cc(C)nc(SCc2nnc(SCC(=O)Nc3cc(C(F)(F)F)ccc3Cl)o2)n1 | 5 | 0 | -1 | -5 | -12 | -14 | 9 | 6 | -5
24 | CS(=O)(=O)c1nc(-c2ccccc2)cc(-c2ccccc2)c1C#N | 54* | -5 | 2 | -4 | -5 | -24 | 2 | 6 | 5
25 | COc1cccc(-c2ccc(-c3noc(-c4cccs4)n3)c(OC)n2)c1 | 8 | 4 | 4 | -2 | 1 | -18 | -1 | 6 | 0
26 | CC(C)c1nnc(NC(=O)c2ccc(N3C(=O)CCC3=O)cc2)s1 | -3 | -7 | 1 | -3 | 1 | 6 | -3 | 2 | -6
27 | C#CCNc1cc(C)nc2ncnn12 | -3 | 6 | 14 | 1 | 10 | 13 | -13 | 5 | -2
28 | O=C(CCC(=O)OCC(=O)c1ccc(Br)cc1)Nc1ccc(Br)c2cccnc12 | 38* | 2 | 5 | 4 | -14 | 9 | 12 | 7 | -2
29 | COc1ccc(N=Cc2sc(O)c3ccccc23)cc1 | 10 | -6 | 15 | -2 | 6 | 30 | -5 | 129*[fluorescence artefact?] | -6
30 | CCN1CCCC1CNC(=O)c1ccccc1Cl (stereo not drawn) | nt | 1 | nt | 1 | -3 | -12 | 4 | 8 | -3
31 | O=C(CN(Cc1cccs1)C(=O)c1csnn1)NC1CCCC1 | nt | -2 | nt | -1 | 6 | -4 | -6 | 5 | -6
32 | O=C(COC(=O)c1cnccn1)c1ccc2ccccc2c1 | 9 | 0 | 3 | 0 | -3 | -31 | 5 | 1 | 0
33 | CC(O)(CS(=O)(=O)Cc1ccccc1)C(=O)Nc1cccc(C(F)(F)F)c1 (stereo not drawn) | 3 | 5 | 0 | -5 | 9 | -5 | -6 | 2 | -10
34 | Brc1ccccc1-c1nnc2sc(-c3ccc4c(c3)OCCO4)nn12 | 60* | -2 | 3 | -5 | 2 | -14 | 1 | 12 | -1
35 | Cc1cc(C)c2c(n1)nn1c(NCCCN3CCOCC3)cc(C)nc21 | nt | 6 | nt | -1 | 9 | -11 | -10 | 10 | -6
36 | CCCCNC(=O)c1ccc(CS(=O)(=O)c2ccc(OC)cc2)o1 | -4 | 1 | -12 | 3 | -1 | -10 | -1 | 7 | -2
37 | CC(C)(C)C1=C(C#N)C(c2ccc3c(c2)OCO3)C(C#N)=C(N)O1 (stereo not drawn) | -1 | -2 | 3 | 1 | -22 | 4 | 22 | 10 | -4
38 | CCn1cnc2c1c(=O)n(CC(=O)Nc1ccc3c(c1)OC(F)(F)O3)c(=O)n2Cc1ccccc1 | -3 | 1 | -2 | 3 | 17 | 3 | -16 | 10 | -7
39 | O=C(NCCCN=C1NS(=O)(=O)c2ccccc21)c1ccc(S(=O)(=O)N2CCOCC2)cc1 | 6 | -4 | 1 | -1 | -9 | -1 | 6 | 6 | -2
40 | C=CCNCC#CCOc1ccc(OC)cc1 | -4 | -3 | 5 | -1 | 10 | 14 | -10 | 5 | 0
41 | COC(=O)c1[nH]c2cccc(OC)c2c1NC(=O)CCN1CCN(c2cccc(Cl)c2)CC1 | -5 | -1 | -2 | -3 | 6 | 17 | -3 | 0 | -4
42 | COC(=O)c1cc(NC2c3ccccc3C(=O)N2c2cccnc2)cc(C(=O)OC)c1 (stereo not drawn) | nt | -3 | 0 | 8 | -4 | 2 | 1 | 5 | -4
43 | O=C(CSc1ccccc1)Nc1ccccc1N1CCOCC1 | -6 | 2 | 17 | 3 | -21 | 19 | 18 | 9 | -3
44 | CCc1ccccc1NC(=O)Cn1nc(C(F)(F)F)cc1C1CC1 | 17 | -4 | 1 | 1 | 5 | -5 | -1 | 7 | -2
45 | Clc1ccc(C2=CSC3=NCCN23)cc1Cl | 2 | -8 | -3 | 6 | -11 | -2 | 11 | 5 | -12
46 | N#CC1(Cc2ccc([N+](=O)[O-])cc2)c2ccccc2C=CN1C(=O)c1ccccc1 (stereo not drawn) | 15 | 9 | 1 | 1 | 0 | -7 | -1 | 3 | -5
47 | COc1ccc(-n2c(COc3ccccc3)nnc2SCc2ccc(C#N)cc2)cc1 | 16 | -8 | 2 | -1 | -8 | -22 | 7 | 10 | -3
48 | CSc1ccccc1NC(=O)CSc1nnnn1-c1ccccc1SC | 5 | -8 | 1 | 4 | -10 | -2 | 4 | 3 | -5
49 | CCCCn1c(C(C)NC(=O)COC)nc2ccccc21 (stereo not drawn) | 3 | 5 | -2 | -3 | 6 | 8 | -10 | 1 | -6
50 | Cc1nc(NC(=O)CN(C)S(=O)(=O)c2ccc(Cl)cc2)sc1C | 25 | 5 | 6 | -1 | 7 | 2 | -6 | 9 | -5

One compound at a time, from the list above. Values in the order: PostGolgi ctrl, EphB4 antag, PostGolgi yeast, FAK inh, PTPN22 inh 2, S1P2 blocker, PTPN22 act, Rev-RRE block, S1P2 agonist
`O=C(CSc1ccccc1)Nc1ccccc1N1CCOCC1` is entered as -6, 2, 17, 3, -21, 19, 18, 9, -3
`CCc1ccccc1NC(=O)Cn1nc(C(F)(F)F)cc1C1CC1` is entered as 17, -4, 1, 1, 5, -5, -1, 7, -2

(listing goes on)
no. | SMILES | PostGolgi ctrl | EphB4 antag | PostGolgi yeast | FAK inh | PTPN22 inh 2 | S1P2 blocker | PTPN22 act | Rev-RRE block | S1P2 agonist
51 | N#C/C(C(=O)Oc1ccccc1)=C1/Nc2ccccc2-c2ccccc21 | 5 | -5 | 10 | -6 | -3 | -10 | 6 | -1 | -3
52 | COC(=O)c1c(NC(=O)COC(=O)Cn2cnc3ccccc32)sc(C)c1C | -5 | 6 | 0 | 7 | -6 | 10 | 6 | 0 | -8
53 | CCOc1ccc(C(O)C(CN2CCOCC2)c2ccccc2)cc1 (stereo not drawn) | 37* | -2 | 13 | 1 | -8 | 7 | 10 | 1 | -7
54 | COc1ccc(S(=O)(=O)N2CCCN(CC(=O)C(C)(C)C)CC2)cc1 | -2 | 2 | -3 | -3 | 8 | -2 | -7 | 7 | -6

Grouped by structure: the entries above with an aryl thioether with sulfur outside any ring.
no. | SMILES | PostGolgi ctrl | EphB4 antag | PostGolgi yeast | FAK inh | PTPN22 inh 2 | S1P2 blocker | PTPN22 act | Rev-RRE block | S1P2 agonist
3 | Cc1ccc2c(CSc3nc4ccccc4c(=O)n3CCCO)cc(=O)oc2c1C | 32* | 6 | -3 | -8 | 6 | -8 | -2 | 4 | -1
9 | Cc1cc2nnc(SCC(=O)OC(C)C)n2c2ccccc12 | 1 | 6 | -2 | 3 | 17 | 5 | -16 | 5 | -3
11 | Cc1ccc(-c2csc3ncnc(SCC(=O)NCc4ccc5c(c4)OCO5)c23)cc1 | 43* | -3 | 4 | -7 | 8 | -5 | -5 | 2 | -7
21 | C=CCn1c(SCC(=O)C(C)(C)C)nnc1-c1ccccn1 | 3 | 3 | -2 | -1 | 5 | -9 | -2 | -2 | -10
23 | Cc1cc(C)nc(SCc2nnc(SCC(=O)Nc3cc(C(F)(F)F)ccc3Cl)o2)n1 | 5 | 0 | -1 | -5 | -12 | -14 | 9 | 6 | -5
43 | O=C(CSc1ccccc1)Nc1ccccc1N1CCOCC1 | -6 | 2 | 17 | 3 | -21 | 19 | 18 | 9 | -3
47 | COc1ccc(-n2c(COc3ccccc3)nnc2SCc2ccc(C#N)cc2)cc1 | 16 | -8 | 2 | -1 | -8 | -22 | 7 | 10 | -3
48 | CSc1ccccc1NC(=O)CSc1nnnn1-c1ccccc1SC | 5 | -8 | 1 | 4 | -10 | -2 | 4 | 3 | -5

Assay outcomes: PubChem BioAssay, several laboratories
